# Lipid droplet: inhibitors of hepatocyte lipid droplet formation, primary screen, imaging, high-throughput imaging, BODIPY stain; inhibition, % at 6.5 µM; AML12 mouse hepatocytes, oleate lipid droplets; actives 0.4% (n = 240,000);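 active = lipid droplet intensity inhibited by at least 50%, with more than 500 cells counted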
#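 Assay system: AML12 hepatocytes (mouse); Probe or stimulus: oleic acid at 100 µM to induce lipid droplet formation; Dosing: compound at 6.5 µM only; Schedule: compound with oleate, overnight; Detection: fluorescence imaging, 20x objective, two fields per well; Measure: % inhibition of lipid droplet signal.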
# T cell modulator: modulators of CD8 T cell-vesicle binding, primary screen, mouse 2C CD8+ T cells, flow cytometry; 2C CD8+ T cell-vesicle binding; stronger effect = lower value; actives 0.068% (n = 330,000); calls only at 7 µM;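 active = response, share of CD8 T cells binding vesicles, and their 90th percentile fluorescence all below set limits, cut at about 80% in these data, passing the limit was not always enough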
#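 Material: 2C TCR transgenic mouse naive CD8+ T cells, MACS-purified. Also added: QL9-charged Drosophila Ld/ICAM-1/B7-1 vesicles. Timing: binding 1.5 h at 37 °C. Measured by: high-throughput flow cytometry with anti-B7-1 and anti-CD8 staining. Read-out: percent CD8+ FL2 mean versus row control. Controls: Unloaded micro-vesicles (low), QL9 vesicles with 0.7% DMSO (high).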
# human PMI inhibition: inhibitors of human PMI, primary screen, biochemical, fluorescence intensity, coupled assay (AID 1209) | inhibition, % at 20 µM; hits with a dose series show IC50 in µM | purified PMI enzyme, coupled fluorescence intensity; higher % means a stronger effect | actives 0.42% (n = 190,000);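 also: plate controls were DMSO vehicle for no effect and wells lacking substrate for full effect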
# bCat nuc transl: modulators of beta-catenin nuclear translocation, primary screen, imaging, HeLa cells, immunofluorescence, high-content. nuclear translocation activity, % at 5 µM. actives 0.3% (n = 190,000). AID 1665, 2009;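 active = nuclear translocation activity above 50% at 5 µM, with a well cell count of 50 or more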;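 also: per-cell ratio of nuclear to cytoplasmic median beta-catenin stain intensity; plate controls were DMSO negative control for no effect and GSK-3 inhibitor IX positive control for full effect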
#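 Test system: human HeLa cell line; Doses: 5 µM primary, 0.02–20 µM confirmation; Incubation: 24 h compound exposure, 37°C; Detection: beta-catenin immunofluorescence imaging with DAPI; Read-out: beta-catenin nuclear/cytoplasmic ratio, % activation.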
# Insulin prom up: insulin promoter activators in MIN6 cells, imaging, high-content screening, mouse beta cells; MIN6 insulin promoter-GFP reporter; stronger effect = higher value; actives 0.3% (n = 190,000); z-score at 5 µM;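 active = z-score above 3 at 5 µM with at least 500 cells counted in the well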
# Autophagy mod: autophagy modulators in MEF cells, primary screen, imaging, high-content, MEF GFP-LC3. actives 0.98% (n = 190,000). calls only at 10 µM (by protocol). MEF GFP-LC3 puncta imaging; test concentration mostly 10 µM. AID 463193, 2010;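 active = percentage of spot-positive cells more than 3 SD above its plate mean, without a fluorescence outlier flag or 80% toxicity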;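 also: spot-positive cell cutoff set from DMSO-treated cells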
# TNAP activation fold: human TNAP enzyme activators, primary screen, biochemical, luminescent, no phosphate acceptor, uHTS (AID 1001); purified TNAP, luminescent activation assay, no phosphate acceptor; higher activation fold means a stronger effect; activation fold at 20 µM, or EC50 in µM where a hit was titrated; actives 0.03% (n = 200,000); in the data active = activation fold from about 3, or a potency from the dose series; inactive = the rest, 99 in 100 with activation fold below about 1.6; also: many of its hits are not listed in these tables
# human PMI inhibitors: human PMI inhibitors, high substrate, primary screen, biochemical, fluorescence intensity, high mannose 6-phosphate (AID 1220); Mannose-6-phosphate isomerase (Homo sapiens); recombinant PMI enzyme, coupled fluorescence intensity; higher % means a stronger effect; inhibition, % at 20 µM; hits with a dose series show IC50 in µM; actives 0.66% (n = 190,000)
# MT stabilizer: microtubule stabilizers in HeLa cells, primary screen, imaging, high-content imaging. HeLa tubulin immunostaining HCS, 24 h; share of cells brighter than vehicle mean+2SD. % tubulin-high responders, % at 10 µM. actives 0.83% (n = 200,000). AID 2205, 2009;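 active = plate Z-score above 3 for both tubulin-high and condensed-nucleus cell shares, with cell loss under 80%, at 10 µM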;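 also: anti alpha tubulin signal scored within the nucleus-defined area of each cell; some results filed as inactive read as strong as hits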
# Insulin prom up cell count: also measured in Insulin prom up; calls as there; cell count; measured here: cytotoxicity, nuclei count;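 total cells summed across four imaged fields per well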
# Lipid droplet cells 6.5 µM: also measured in Lipid droplet; calls as there; cell count; measured here: cell count, cytotoxicity flag;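 cells counted across two imaged fields per well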
# bCat nuc transl cell count 5 µM: also measured in bCat nuc transl; calls as there; cell count; measured here: cell count, cytotoxicity flag
# T cell modulator vesicle-bound %: recorded beside T cell modulator, whose call it bears; double positive events, %; measured here: CD8+ vesicle-bound cell fraction;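 binding gate set so that unloaded-vesicle control wells show 10% double positive cells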
# MT stabilizer Hoechst-high %: recorded beside MT stabilizer, whose call it bears; % Hoechst-high responders; measured here: nuclear condensation Hoechst responders;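 share of cells brighter than vehicle mean plus two SD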
# MT stabilizer cytotoxicity %: second read-out of MT stabilizer, no call of its own (marks repeat the call); toxicity, %; measured here: cytotoxicity by cell density;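 0% = mean cell density of plate MIN control wells and 100% = no cells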
# Autophagy mod cell loss 18 h: recorded beside Autophagy mod, whose call it bears; toxicity, %; measured here: cell loss, nuclei count;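 cell loss after 18 h compound exposure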
# The depositor's hits bear a star; i = inactive; . = not tested or not shown. Rule as the data show it, unless noted: active = inhibition above about 50%; inactive = the rest. Rows are unselected. About 2.9% of those tested had a hit in this group.
SMILES,Lipid droplet,Lipid droplet cells 6.5 µM,T cell modulator,T cell modulator vesicle-bound %,human PMI inhibition,bCat nuc transl,bCat nuc transl cell count 5 µM,Insulin prom up,Insulin prom up cell count,Autophagy mod,Autophagy mod cell loss 18 h,TNAP activation fold,human PMI inhibitors,MT stabilizer,MT stabilizer Hoechst-high %,MT stabilizer cytotoxicity %
CC1CCCCC12NC(=O)N(CC(=O)Nc1ccc(N3CCOCC3)cc1)C2=O (stereo not given),-2,598,i,58,7%,1.4,1068,0.63,1583,i,1,1.1,7%,4.9,1.0,15
CC(C)(C)c1ccc(Cn2cnc(-c3ccc([N+](=O)[O-])cc3)c2)cc1,-7,604,i,42,14%,-2.5,1125,-1.1,1108,i,4,1,3%,2.9,1.9,4.6
Cc1ccc(S(=O)(=O)N(CC(=O)Nc2ccccc2C(=O)O)c2ccc(Cl)cc2)cc1,.,.,i,56,12%,0.3,1470,-0.33,1451,i,15,1,17%,3.3,1.9,6.1
Cc1ccc(OC(=O)c2ccccc2P(=O)(O)O)cc1,0,718,i,13,1%,.,.,-0.77,868,i,-4,1,-5%,1.5,0.8,8.0
O=c1/c(=C/c2ccc(O)c([N+](=O)[O-])c2)sc2nc3ccccc3n12,8,682,.,.,-5%,0.7,999,-0.14,1616,i,-5,0.9,2%,4.6,2.2,0.9
Cc1cccc(C)c1OCCn1nc(C(=O)O)c2ccccc2c1=O,8,734,i,30,2%,-7.1,1091,.,.,i,3,1.1,-3%,2.5,2.1,8.4
CCC(C)(C)NC(=O)c1ccc2c(c1)OCCO2,4,665,i,35,6%,-3.3,1072,0.21,1406,i,32,1,7%,3.6,1.3,3.6
CCN(CC)S(=O)(=O)c1ccc(NC(=O)[C@@H](NC(=O)c2cc(OC)cc(OC)c2)C(C)C)cc1,11,735,i,52,7%,-0.4,1063,.,.,i,18,1.2,10%,1.4,0.7,4.0
O=C(Nc1nc(-c2ccccn2)cs1)c1ccccc1-n1cnnn1,-13,561,i,14,.,-2.4,1166,-1.2,973,.,.,.,.,.,.,.
COCCn1c(C)cc(/C=C2\NC(=S)N(C)C2=O)c1C,4,633,i,66,-20%,-1.6,959,-0.35,1252,i,-6,0.9,-3%,1.4,3.5,10
Cc1ccc(-c2noc(CN3CCN(c4ccccc4F)CC3)n2)cc1,1,565,i,47,6%,0.0,1069,-0.49,1820,.,.,1.1,-2%,7.7,1.4,3.0
CC(=O)NC1CCN(CC(=O)Nc2cccc([N+](=O)[O-])c2)CC1,0,673,i,28,-5%,-2.2,1184,0.14,1513,i,-1,1.1,-6%,3.2,2.9,7.1
Cc1cccc(NC(=O)c2ccccc2[N+](=O)[O-])n1,.,.,i,13,-5%,1.7,1392,-0.15,1720,i,22,1.1,-12%,3.3,1.6,4.4
O=C(NCc1ccccc1)N1CCC(c2nc3ccccc3[nH]2)CC1,.,.,i,7,-9%,-2.8,1241,0.67,1250,i,-8,1,4%,4.9,2.4,4.7
CC(CN1CCN(c2ccccc2)CC1)c1ccccc1 (stereo not given),.,.,i,9,-32%,0.6,1462,-0.56,1297,i,9,0.9,-30%,2.1,1.4,7.8
Cc1ccc(-c2ccc(OCC(=O)N3CCOCC3)cc2)cc1,6,732,i,37,11%,1.8,881,1.7,1189,i,3,1.1,5%,2.1,2.3,6.2
CC(NS(=O)(=O)c1ccc([N+](=O)[O-])cc1)C(c1cccs1)N1CCOCC1 (stereo not given),-1,736,i,49,-6%,-1.0,1119,0.08,1214,i,3,1.2,-2%,2.3,1.9,2.0
O=C(c1cc(=O)[nH]c2ccccc12)N1CCN(c2ccc([N+](=O)[O-])cc2)CC1,0,723,i,25,.,-2.4,1034,0.28,1468,.,.,.,.,.,.,.
Cc1n[nH]c(=O)nc1N/N=C/c1ccc(O)c([N+](=O)[O-])c1,-1,564,i,53,0%,-2.9,1106,-0.03,1561,i,2,0.9,-6%,5.6,2.6,3.6
CN(c1cccc(NC(=O)c2ccccc2N(C)S(C)(=O)=O)c1)S(C)(=O)=O,-1,734,i,34,3%,.,.,-0.14,1321,i,2,1.1,-2%,3.5,0.8,69

# Grouped by structure: the compounds so far with two or more sulfur atoms.
SMILES,Lipid droplet,Lipid droplet cells 6.5 µM,T cell modulator,T cell modulator vesicle-bound %,human PMI inhibition,bCat nuc transl,bCat nuc transl cell count 5 µM,Insulin prom up,Insulin prom up cell count,Autophagy mod,Autophagy mod cell loss 18 h,TNAP activation fold,human PMI inhibitors,MT stabilizer,MT stabilizer Hoechst-high %,MT stabilizer cytotoxicity %
CC(NS(=O)(=O)c1ccc([N+](=O)[O-])cc1)C(c1cccs1)N1CCOCC1 (stereo not given),-1,736,i,49,-6%,-1.0,1119,0.08,1214,i,3,1.2,-2%,2.3,1.9,2.0
CN(c1cccc(NC(=O)c2ccccc2N(C)S(C)(=O)=O)c1)S(C)(=O)=O,-1,734,i,34,3%,.,.,-0.14,1321,i,2,1.1,-2%,3.5,0.8,69

# Additional entries
SMILES,Lipid droplet,Lipid droplet cells 6.5 µM,T cell modulator,T cell modulator vesicle-bound %,human PMI inhibition,bCat nuc transl,bCat nuc transl cell count 5 µM,Insulin prom up,Insulin prom up cell count,Autophagy mod,Autophagy mod cell loss 18 h,TNAP activation fold,human PMI inhibitors,MT stabilizer,MT stabilizer Hoechst-high %,MT stabilizer cytotoxicity %
CCN(CC)C(=O)CC(c1ccccc1)c1ccco1 (stereo not given),.,.,i,4,-1%,-3.0,1381,1,1331,i,-3,1.1,5%,2.6,2.0,8.2
C/C(=N/NC(=O)CNC(=O)c1cccnc1)c1ccc([N+](=O)[O-])cc1,6,752,i,22,-6%,0.4,1036,0.15,1237,i,-6,1.2,-5%,2.9,0.6,0.8
COc1ccc(/C=N/NC(=O)c2ccc(Br)cc2)cc1Cn1cc(Cl)cn1,-4,601,i,47,12%,0.8,1085,0.29,1462,i,-4,1.1,20%,3.6,2.3,2.2
COc1ccc(C2CC(c3cccc(OC)c3)n3nc(N)nc3N2)cc1 (stereo not given),-21,393,i,41,-1%,0.5,1152,.,.,i,-16,1,2%,4.8,3.8,6.3
Cc1cccc(/C=N\NC(=O)c2ccc(Cl)cc2)c1O,-4,569,i,55,3%,-1.3,1023,.,.,i,29,1.5,-10%,2.0,0.9,14
CC(=O)Nc1ccc(Nc2ncnc3c2cnn3-c2ccccc2)cc1,.,.,i,44,4%,-0.8,1228,-0.13,1510,i,-18,1,3%,2.6,2.4,6.1
O=C(Nc1ccc(F)cc1F)c1ccco1,-7,723,i,22,12%,-4.2,1216,0.15,1213,i,1,1.1,7%,2.7,2.6,6.4
Cc1ccc(C)c(SCC(=O)NC(=O)NCc2ccccc2)c1,8,704,i,46,5%,.,.,1,1285,i,6,1.1,8%,3.7,2.2,7.6
Cc1c(C(=O)NN)nc2ccccn12,-6,626,i,62,1%,-2.1,1033,0.66,1568,i,-16,1.1,1%,6.0,2.8,7.5
Cc1nc(NCCCn2ccnc2)c2oc3ccccc3c2n1,.,.,i,55,-10%,0.0,1270,0.53,919,i,-8,1,-12%,2.7,2.4,4.8
COCCNC(=O)C(C)OC(=O)C1=Cc2ccccc2OC1 (stereo not given),3,699,i,10,-4%,-0.4,1012,0.1,1503,i,-16,1.1,-14%,2.8,2.4,6.8
c1cnc(SCCCOc2ccc3ccccc3c2)nc1,1,785,i,17,8%,-4.3,1169,-0.45,933,i,-12,1,3%,4.8,2.3,0.9
O=C(NCCN1CCN(S(=O)(=O)c2ccc([N+](=O)[O-])cc2)CC1)C(=O)Nc1ccccc1,-29,660,i,58,1%,1.9,1058,-0.7,1335,i,2,1.1,-1%,9.1,1.4,8.4
O=C(/C=C/c1ccc(Cl)cc1)NC1CC2CCC1C2 (stereo not given),-1,680,i,53,4%,-4.7,1187,0.07,1562,i,-15,1.2,5%,2.9,1.3,8.3
COc1ccc(C2C3=C(CC(C)(C)CC3=O)N(CCN3CCOCC3)C3=C2C(=O)CC(C)(C)C3)cc1,-12,671,i,43,.,0.2,1357,0.86,1115,.,.,.,.,.,.,.
CN(Cc1ccccc1)C(=O)c1cc2ccccc2o1,4,771,i,61,7%,.,.,0.49,920,i,6,1,9%,0.7,1.0,9.6
CC(C)[C@H](NS(=O)(=O)c1ccccc1)C(=O)OCC(=O)Nc1ccc2c(c1)OCO2,-9,602,i,34,16%,0.6,970,.,.,i,-2,1.1,10%,2.7,2.3,4.7
O=C(NC1CS(=O)(=O)CC1NCc1ccccc1)c1ccccc1 (stereo not given),.,.,i,41,2%,3.1,874,0.1,1084,i,45,1.1,10%,3.4,2.5,15
CC(C)c1ccccc1NC(=S)NCc1ccncc1,-20,677,i,17,8%,1.3,1027,0.24,1348,i,42,1.1,5%,5.8,2.2,7.9
Cc1ccc(Cl)cc1N1CCN(C(=O)C2CCN(S(C)(=O)=O)CC2)CC1,3,693,i,59,-13%,-1.4,1145,0.22,1137,i,-9,1.1,-12%,3.2,3.1,6.6
Cc1ccc2cccc(OC(=O)c3ccc4c(c3)OCCO4)c2n1,.,.,i,34,28%,2.4,863,0.06,1224,i,45,0.9,54%*,2.3,2.0,5.5
Cc1cccc(C)c1NC(=O)CS(=O)CC(=O)NCCCc1ccccc1 (stereo not given),.,.,i,21,3%,.,.,.,.,i,-3,1.1,-2%,0.7,1.6,9.2
CC(=O)Nc1cc2c(=O)n(Cc3ccccc3)c(C)nc2cc1N1CCOCC1,.,.,i,62,-11%,-3.2,901,.,.,i,3,1.1,-4%,2.2,2.3,9.5

# Screening results: PubChem, several laboratories
